# PAD4 inh: PAD4 (human) enzyme inhibition. Q9UM07. recombinant PAD4, RCA probe fluorescence polarization. inhibition, % at 6.36 µM. 0.41% of 330,000 active;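 active = percent inhibition above a cutoff equal to the mean of all tested compounds plus 3 SD, cut at about 15% in these data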;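 also: 0% = PAD4 with RCA probe and DMSO and 100% = probe without PAD4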
# Target sequence (Q9UM07 whole entry, looked up): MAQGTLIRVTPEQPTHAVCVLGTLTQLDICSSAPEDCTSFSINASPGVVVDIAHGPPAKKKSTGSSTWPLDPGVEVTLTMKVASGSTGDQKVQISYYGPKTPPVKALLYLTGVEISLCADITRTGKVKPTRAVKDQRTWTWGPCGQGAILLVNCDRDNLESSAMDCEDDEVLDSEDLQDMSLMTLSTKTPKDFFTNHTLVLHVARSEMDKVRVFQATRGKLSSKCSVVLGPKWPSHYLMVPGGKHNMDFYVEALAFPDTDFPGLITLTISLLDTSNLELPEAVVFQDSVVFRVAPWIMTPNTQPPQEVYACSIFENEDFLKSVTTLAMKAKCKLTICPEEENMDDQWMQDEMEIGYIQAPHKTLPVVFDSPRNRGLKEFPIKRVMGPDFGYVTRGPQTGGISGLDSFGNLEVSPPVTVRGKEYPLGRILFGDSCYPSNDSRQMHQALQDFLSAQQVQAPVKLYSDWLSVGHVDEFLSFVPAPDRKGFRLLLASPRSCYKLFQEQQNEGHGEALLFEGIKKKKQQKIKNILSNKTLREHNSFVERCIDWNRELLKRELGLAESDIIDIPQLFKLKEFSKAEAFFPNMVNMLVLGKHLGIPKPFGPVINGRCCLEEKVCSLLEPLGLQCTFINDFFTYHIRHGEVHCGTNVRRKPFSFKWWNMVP
# MEX-5 binding: C. elegans MEX-5 TCR-2 RNA binding activity | activity score (negative = inhibition of binding), % at 10 µM | MEX-5/FITC-TCR2 RNA binding, fluorescence polarization; active compounds read low | Q9XUB2 | 0.38% of 300,000 active | AID 1832;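 active = inhibition past about -25% in most replicates, and total fluorescence under double the plate's negative control median, limit read from the data; inconclusive = replicates evenly split on the limit, or fluorescence at least double controls; inactive = too little inhibition in most replicates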;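 also: 0% = DMSO and -100% = 5 µM competing unlabeled TCR2 RNA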
# Fam108B inh: blocks mouse Fam108B hydrolase in RBBP9 counter-screen; recombinant Fam108B, FP-Rh probe fluorescence polarization; inhibition, % at 9.51 µM; 0.33% of 300,000 active;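 active = inhibition above the screen mean inhibition plus 3 SD, computed separately per campaign, cut at about 18% in these data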;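 also: inhibitors lower polarization as less probe binds the enzyme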
# Bcl-xL primary: blocks human Bcl-xL binding to Bim BH3 peptide | Q07817 | GST-Bcl-xL / FITC-Bim BH3 peptide fluorescence polarization | inhibition, % at 10.9 µM | 0.7% of 320,000 active | AID 2129;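 active = inhibition above the mean of all tested compounds plus 3 SD, cutoff set per campaign, cut at about 30% in these data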;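 also: 0% = DMSO wells and 100% = unlabeled Bim-BH3 peptide competitor; inhibitors lower millipolarization by displacing the labeled peptide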
# Target sequence (Q07817 whole entry, looked up): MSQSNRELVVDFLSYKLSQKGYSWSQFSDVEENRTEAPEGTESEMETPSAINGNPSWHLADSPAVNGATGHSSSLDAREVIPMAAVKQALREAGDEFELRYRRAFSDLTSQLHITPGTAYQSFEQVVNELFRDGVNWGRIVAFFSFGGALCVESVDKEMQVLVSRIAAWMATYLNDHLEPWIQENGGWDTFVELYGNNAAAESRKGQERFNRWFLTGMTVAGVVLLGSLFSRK
# PME-1 inh: PME-1 (human) inhibition; 0.53% of 320,000 active; AID 2130; inhibition, % at 5.9 µM; recombinant PME-1, FP-Rh probe fluorescence polarization;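 active = inhibition above the campaign mean of all compounds plus 3 SD, cut at about 26% in these data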;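 also: competitive labeling of PME-1 active site by serine hydrolase directed probe; 0% = PME-1 with DMSO and 100% = wells lacking PME-1 enzyme; inhibitors block probe labeling so polarization falls and inhibition rises; many of its hits are not listed in these tables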
# MCL1-BIM inh: MCL1-BIM-BH3 interaction inhibition (human). Q07820. 0.68% of 320,000 active. GST-MCL1 / FITC-Bim-BH3 fluorescence polarization. inhibition, % at 10.9 µM;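 active = inhibition above the mean inhibition of all tested compounds plus 3 SD, set per campaign, cut at about 40% in these data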;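 also: 0% = DMSO wells and 100% = unlabeled Bim-BH3 peptide control; higher means more loss of mP so more displacement of Bim peptide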
# TPT1 inhibitor: blocks Candida albicans tRNA 2'-phosphotransferase | inhibition, % at 5 µM | 0.81% of 300,000 active | recombinant caTPT1, FP RNA substrate dephosphorylation;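 active = inhibition above the mean of all tested compounds plus 3 SD, set per screening campaign, cut at about 24% in these data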;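 also: plate controls were DMSO alone for no effect and ferristatin control at 100 nM for full effect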
# GLD-1 TGE inh: GLD-1-TGE RNA interaction inhibition (C. elegans). purified GLD-1 + fluorescein TGE RNA, fluorescence polarization. inhibition, % at 5.96 µM. 0.44% of 320,000 active. AID 2280;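 active = percent inhibition above a per-plate cutoff, the plate mean of test compounds plus 3 SD, cut at about 30% in these data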;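 also: 0% = DMSO wells with GLD-1 and probe and 100% = wells lacking GLD-1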
# GSTO1 inh: counter-screen for RBBP9 inhibitors: inhibitors of human GSTO1. P78417. recombinant GSTO1, activity-based probe fluorescence polarization. inhibition, % at 5.96 µM. 1.1% of 300,000 active. AID 1974;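 active = inhibition above the campaign mean inhibition plus 3 SD, cut at about 35% in these data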;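 also: 0% = GSTO1-1 with DMSO and 100% = wells lacking GSTO1-1 enzyme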
# An asterisk follows results filed as active; ? = inconclusive; / = no result given. Only part of the results is shown; count on the stated rates, not on these rows.
SMILES,PAD4 inh,MEX-5 binding,Fam108B inh,Bcl-xL primary,PME-1 inh,MCL1-BIM inh,TPT1 inhibitor,GLD-1 TGE inh,GSTO1 inh
O=C(c1cccnc1)N1CCc2ccccc2C1,1,2.9,-2,2,0,-1,1,-5,-5
Cc1nn(C2CCS(=O)(=O)C2)c(Cl)c1/C=C/C(=O)OCC(=O)Nc1ccc2c(c1)OCO2 (configuration not stated),2,-0.9,-2,-8,-3,-17,-2,0,4
CSc1nc(NCCCO)c2c3c(sc2n1)CN(C)CC3,-1,-4.2,-3,5,-4,4,5,3,0
CCCCn1nc(C(=O)N(CC)CC(=O)Nc2c(F)cccc2F)c2ccccc2c1=O,-1,/,/,2,-14,-1,/,8,/
Nc1ccc(CCc2nc3ccccc3o2)cc1,-3,-0.7,2,7,0,3,1,2,9
CN1C(=O)c2cccc3c(S(=O)(=O)Nc4ccccn4)ccc1c23,-2,-5.3,4,4,3,3,0,2,2
COC(=O)c1cc(C)nc(Sc2ccccc2NC(C)=O)n1,4,-0.1,0,3,0,1,-6,3,4
CCOc1ccc2[nH]c(=O)c(=O)[nH]c2c1,-9,/,2,9,4,7,-3,-5,6
COCCCN(C(=O)c1ccccc1F)c1nc(-c2ccc(OC)cc2)cs1,-5,-1.5,-12,7,-7,2,2,8,-5
Cc1cc(C)c(S(=O)(=O)N2CCN(c3ccc([N+](=O)[O-])c(NCc4ccco4)c3)CC2)c(C)c1,0,3.3,-3,-7,-7,-7,5,6,-5
CCn1cc(CN2CCC(C(=O)Nc3cccc(-c4cccc(OC)c4)c3)CC2)cn1,-1,-1.3,0,1,-1,-1,0,-1,-8
CC(C)(C)c1ccc(OCCC(=O)Nc2ccc(N3CCOCC3)cc2N2CCOCC2)cc1,0,0.4,3,2,4,-3,-1,-2,6
CC(=O)c1ccc(Sc2ccccc2)c([N+](=O)[O-])c1,2,-0.4,-1,6,12,7,1,3,4
O=C1NC2(C=Cc3c(ccc4ccccc34)O2)Oc2ccccc21 (configuration not stated),0,0.8,-2,10,3,8,-3,4,-6
COc1cccc(/C=C/C(=O)OCC(=O)Nc2cccc(S(=O)(=O)N3CCOCC3)c2)c1OC,1,-3.7,3,-7,6,2,-3,3,-3
CC1CCCCN1C(=O)C(=O)c1cn(CC(=O)N2CCCCCC2)c2ccccc12 (configuration not stated),0,-5.0,-1,8,4,7,-11,14,2
O=C(CN1C(=O)COc2ccccc21)NCC1CCCO1 (configuration not stated),3,-1.5,-3,-4,-5,-7,0,0,3
COC(=O)c1ccc(C(=O)OC)c(NC(=S)N2CCN(c3ccccc3F)CC2)c1,-3,/,7,7,0,14,0,-2,0
COc1cc(NS(=O)(=O)c2ccc3[nH]c(=O)oc3c2)cc(OC)c1,-1,-1.6,4,5,-5,7,-4,3,8
N#Cc1ccccc1Sc1ccccc1C(=O)N1CCOCC1,-16,0.0,-6,4,-5,4,1,-2,13
CN(c1ccccc1)S(=O)(=O)c1cccc(NC(=O)CSc2nnc(C3CC3)n2C)c1,-4,/,/,2,4,3,/,3,/
CN(C)N=C1c2cc(S(=O)(=O)N(C)C)ccc2-c2ccc(S(=O)(=O)N(C)C)cc21,2,-1.9,6,5,21,2,-4,1,1
CCCCN(Cc1cccs1)S(=O)(=O)c1csc(C(N)=O)c1,-1,-2.0,-3,3,3,-3,5,-14,4
CCOc1cccc(/C(O)=C2/C(=O)C(=O)N(Cc3ccco3)C2c2ccncc2)c1 (configuration not stated),1,-3.3,-1,-3,4,-3,-1,4,3
CCc1ccc(OCCCC(=O)Nc2nnc(C3CCCO3)s2)cc1 (configuration not stated),1,4.1,-2,7,1,-1,1,-4,-2
# Continued:
SMILES,PAD4 inh,MEX-5 binding,Fam108B inh,Bcl-xL primary,PME-1 inh,MCL1-BIM inh,TPT1 inhibitor,GLD-1 TGE inh,GSTO1 inh
Cc1ccc(SC(C)C(=O)Nc2cccc(N(C)S(C)(=O)=O)c2)cc1 (configuration not stated),0,1.4,-3,2,-4,0,-1,-8,-2
CC1CCCN(Cc2c(O)ccc3c2O/C(=C\c2ccco2)C3=O)C1 (configuration not stated),-4,?,-7,123*,-6,152*,-31,95*,17
CN(CC(=O)Nc1ccncc1)S(=O)(=O)c1ccc(Cl)cc1,-3,0.4,1,5,0,10,-5,1,-6
O=C(O)CN1C(=O)C2(OCCCO2)c2ccccc21,0,-2.4,-4,-2,3,-2,3,-3,1
CCOC(=O)c1cnc(SCC(=O)c2ccccc2)nc1N,-1,1.6,-2,6,-13,9,-1,0,-12
O=C(Nc1ccc2ccccc2n1)c1ccccc1Cl,-6,-0.7,4,4,-2,-4,-4,-4,0
CC(/C=C1\SC(=S)N(CC(=O)N2CCN(c3ccccc3)CC2)C1=O)=C\c1ccccc1,0,0.3,2,5,-6,13,0,4,-1
COc1cc(COCC(O)CN2CCCCC2C)cc(OC)c1OC (configuration not stated),1,-1.2,5,0,1,-1,-1,-7,-1
O=C(NCc1ccc(Cl)cc1)C(=O)c1c[nH]c2ccccc12,-5,-0.7,-7,6,-3,1,2,5,-16
CCOC(=O)N=S(=O)(Oc1ccc([N+](=O)[O-])cc1)c1ccccc1 (configuration not stated),-4,-1.2,1,3,8,4,3,6,1
COC/C=C/C1=CC2=CC(=O)C(C)(OC(=O)c3cnc4ccccc4n3)C(=O)C2=CN1c1ccc(CO)cc1 (configuration not stated),7,-22,11,20,5,91*,0,12,37*
Cc1c(Cc2ccccc2)c(=O)oc2c(C)c(OC(C)C(=O)NCC3CCC(C(=O)O)CC3)ccc12 (configuration not stated),-5,-0.9,1,0,2,0,2,-6,-17
CCCCN(C(=O)Cn1nnc2ccccc21)C(C(=O)NCc1ccco1)c1ccncc1 (configuration not stated),-7,0.9,2,6,-2,4,1,3,10
Cc1ccc(NC(=O)N(CCCN2CCOCC2)Cc2cccnc2)cc1C,-4,0.9,0,4,0,8,-2,0,5
O=C(CCc1nc(-c2ccccc2F)no1)Nc1cccnc1,0,1.4,-1,4,2,2,3,0,-3
CCCS(=O)(=O)c1c(S(=O)(=O)CCC)c2ccc(C(C)=O)cn2c1C(=O)OC,-9,0.0,3,5,3,1,-7,-1,4
O=C(NCCCN1CCCC1=O)C1CCN(S(=O)(=O)c2ccccc2)CC1,0,/,/,5,4,3,/,5,/
Cc1cc(C(=O)Nc2ccccc2N2CCOCC2)c2ccccc2n1,-4,-5.0,-1,1,0,0,-7,-2,9
CC1(C)CC(=O)C=C(Nc2ccc(Cl)cc2)C1,-1,1.0,-1,5,-3,9,-2,1,2
COc1ccccc1C(C(=O)NC1CCCC1)N(C(=O)c1csnn1)C1CC1 (configuration not stated),-6,-0.1,-1,-3,-1,-12,-3,-6,6
Cc1ccc(NC(=O)CC(C)CC2=NS(=O)(=O)c3ccccc3N2)cc1 (configuration not stated),5,1.6,2,2,-6,1,0,7,-3
CC1CCC2(CC1)NC(=O)N(CC(=O)NC(=O)NC1CCCC1)C2=O (configuration not stated),-2,-1.7,0,0,3,-9,-1,11,-4
CC1CCC(NC(=O)c2cc(S(=O)(=O)N3CCCCC3)c[nH]2)CC1 (configuration not stated),-4,1.6,-2,3,-8,4,0,-6,1
COc1ccc(Cl)cc1S(=O)(=O)Nc1ccncc1,-5,-0.9,0,2,3,4,-2,2,-6
COCCN(C(=S)Nc1c(C)cccc1C)C(C)c1cccs1 (configuration not stated),4,-1.5,3,3,3,11,-1,1,2
# New compounds follow
SMILES,PAD4 inh,MEX-5 binding,Fam108B inh,Bcl-xL primary,PME-1 inh,MCL1-BIM inh,TPT1 inhibitor,GLD-1 TGE inh,GSTO1 inh
COC(C(=O)Nc1ccc(S(=O)(=O)Nc2c(C)cccc2C)cc1)c1ccccc1 (configuration not stated),-4,-0.6,-2,5,-4,1,1,1,0
CN(C(=O)CSc1nncn1-c1ccccc1)c1ccccc1,1,-0.7,1,4,-4,0,-4,9,1
COc1ccc2nc(NC(=O)CSc3nc(SC)ns3)sc2c1,4,-4.1,-4,9,-11,7,-1,4,1
CCCC(=O)Nc1cc(OC)c(NC(=O)NC2CCCCC2)cc1OC,4,-3.8,6,7,-4,4,-1,6,5
COc1ccc(C(=O)NCC(=O)N2CCC(C)CC2)cc1OC,-6,-1.2,1,-2,-1,-5,4,2,2
CSc1ccc(CN2CCN(C(C)C)C(CCO)C2)cc1 (configuration not stated),0,-3.6,-6,-7,5,-4,-1,-1,-3
COc1ccc(CCNc2cc(-c3ccccc3)nc3ncnn23)cc1,-7,3.5,-7,-5,-8,2,1,-6,-4
NC(=NC(=O)c1ccc(OCC(F)(F)F)nc1)c1ccccc1,1,-0.1,4,6,-3,-4,-2,6,3
Cc1csc(-c2coc3cc(O)cc(C)c3c2=O)n1,1,-0.5,0,0,-10,4,-2,4,8
CC(=O)N1c2ccccc2NC(=O)C1(C)C,-3,-1.4,-8,5,-5,3,-8,2,5

# Grouped by structure: those above with a halogen
SMILES,PAD4 inh,MEX-5 binding,Fam108B inh,Bcl-xL primary,PME-1 inh,MCL1-BIM inh,TPT1 inhibitor,GLD-1 TGE inh,GSTO1 inh
Cc1nn(C2CCS(=O)(=O)C2)c(Cl)c1/C=C/C(=O)OCC(=O)Nc1ccc2c(c1)OCO2 (configuration not stated),2,-0.9,-2,-8,-3,-17,-2,0,4
CCCCn1nc(C(=O)N(CC)CC(=O)Nc2c(F)cccc2F)c2ccccc2c1=O,-1,/,/,2,-14,-1,/,8,/
COCCCN(C(=O)c1ccccc1F)c1nc(-c2ccc(OC)cc2)cs1,-5,-1.5,-12,7,-7,2,2,8,-5
COC(=O)c1ccc(C(=O)OC)c(NC(=S)N2CCN(c3ccccc3F)CC2)c1,-3,/,7,7,0,14,0,-2,0
CN(CC(=O)Nc1ccncc1)S(=O)(=O)c1ccc(Cl)cc1,-3,0.4,1,5,0,10,-5,1,-6
O=C(Nc1ccc2ccccc2n1)c1ccccc1Cl,-6,-0.7,4,4,-2,-4,-4,-4,0
O=C(NCc1ccc(Cl)cc1)C(=O)c1c[nH]c2ccccc12,-5,-0.7,-7,6,-3,1,2,5,-16
O=C(CCc1nc(-c2ccccc2F)no1)Nc1cccnc1,0,1.4,-1,4,2,2,3,0,-3
CC1(C)CC(=O)C=C(Nc2ccc(Cl)cc2)C1,-1,1.0,-1,5,-3,9,-2,1,2
COc1ccc(Cl)cc1S(=O)(=O)Nc1ccncc1,-5,-0.9,0,2,3,4,-2,2,-6
NC(=NC(=O)c1ccc(OCC(F)(F)F)nc1)c1ccccc1,1,-0.1,4,6,-3,-4,-2,6,3
